# NCI-60 one-dose screen, 48 h, at 10 µM unless noted. Numbers give growth in % (100 = growth as untreated, 0 = no growth, -100 = all killed).
# HOP-62: HOP-62 NSCLC | hit rate 3.9% among 80,000
# RPMI-8226: RPMI-8226 leukemia cells. hit rate 7.5% among 77,000. AID 1794781
# CCRF-CEM: CCRF-CEM leukemia | hit rate 7% among 77,000
# A549/ATCC: A549/ATCC NSCLC. hit rate 3.7% among 81,000. AID 1794740
# EKVX: EKVX NSCLC. hit rate 3% among 71,000. AID 1794765
# UACC-62: UACC-62 melanoma; hit rate 5.4% among 81,000
# M14: M14 melanoma; hit rate 6.2% among 80,000; AID 1794745
# HOP-92: HOP-92 NSCLC cells | hit rate 6.3% among 71,000 | AID 1794738
# Active calls of the source: *; / = no result given; & = joins results of further samples; [ ] = another dose, or the depositor's remark. Rule for the calls: active = growth percent below 10; inactive = the rest.
SMILES,HOP-62,RPMI-8226,CCRF-CEM,A549/ATCC,EKVX,UACC-62,M14,HOP-92
N#CN1c2ccccc2C=CC1O (configuration not stated),91.0,86.8,84.0,93.8,92.8,97.9,72.1,74.6
Cc1cc(C)c2c(/C=C3/C(=O)NC(=S)NC3C)cc(=O)oc2c1 (configuration not stated),92.4,102.9,101.6,80.5,97.4,99.1,100.7,91.2
O=C(N/N=C/c1cc([N+](=O)[O-])ccc1O)c1cccc2ccccc12,/,21.5,-8.8*,54.8,33.5,9.8*,34.5,/
Fc1ccc(Nc2csc(-c3ccccn3)n2)cc1Cl,85.5,99.2,96.9,101.4,88.5,87.9,97.6,101.0
CCCCOC(=O)/C=C\C(=O)OCCCC,100.1,105.8,108.0,100.6,101.8,104.3,100.0,107.7
CNc1sc(S(=O)(=O)NC)nc1S(=O)(=O)c1ccc(C)cc1,99.4,99.2,103.9,98.8,95.2,91.3,101.4,84.9
Clc1cccc2cnccc12,104.7,114.7,/,102.8,113.0,124.3,98.9,/
COc1ccc(C2C=C(C)N=C3SC(C)=NN32)cc1 (configuration not stated),97.6,102.5,94.0,96.0,/,96.7,112.9,/
O=C(/C(=C/c1ccc([N+](=O)[O-])cc1)SCc1ccccc1)c1ccc(Cl)cc1,80.3,-15.8*,9.8*,82.7,72.6,9.6*,67.3,71.1
O=C(Nc1ccccc1)C1=CNc2ccccc2S1=O (configuration not stated),91.5,100.0,96.0,95.5,100.3,93.6,99.6,115.6
Cn1ccnc1C(=O)/C=C/c1ccc(CC(=O)Nc2ccc(F)cc2)cc1,18.4,1.1*,6.8*,38.2,57.9,54.3,81.1,71.0
COc1ccc(-c2cc(C(=O)N3N=C(c4ccc(N)cc4)CC3c3ccccc3)c3ccccc3n2)cc1 (configuration not stated),30.6,23.5,25.6,39.4,70.8,40.3,17.2,34.5
Cn1c([N+](=O)[O-])cnc1N1CCN(c2nncs2)C1=O,92.2,117.4,88.8,101.8,109.9,101.3,100.7,93.9
Cn1c(C(=O)NCc2ccc(Cl)cc2Cl)nc2ccccc2c1=O,91.4,60.4,78.6,68.1,101.8,74.1,100.5,96.3
O=C(O)c1cc(Cl)c2ccccc2c1O,80.2,/,/,/,95.8,93.1,85.5,/
O=C(Cc1nc2cc(Cl)c(Cl)cc2nc1CC(=O)c1ccncc1)c1ccncc1,94.8,28.5,33.6,64.8,53.0,75.3,33.7,52.1
O=C(OCC1CCCO1)c1ccc([N+](=O)[O-])cc1 (configuration not stated),92.6,103.1,94.2,90.9,105.7,99.8,100.8,91.8
COc1ccc(C(=O)Nc2ccccc2OC)cc1,98.0,26.5,65.1,77.3,77.8,111.5,112.1,89.4
Cc1cc(NCCN2CCOCC2)n2c(nc3ccccc32)c1C#N,93.4,92.9,100.2,83.4,95.1,110.2,98.6,92.6
N/C(=N\c1nc2ccccc2s1)NC(=O)N1CCC(O)CC1,84.1,64.5,81.7,89.5,53.7,74.8,101.6,63.7
Cc1cc(C)c(C)c(CN(C)C)c1,/,101.0,/,105.1,116.9,102.3,109.6,80.3
CCSc1nc(Cl)c(C#N)c(-c2cccc(Br)c2)n1,106.3,93.6,64.2,/,103.8,107.2,101.4,107.9
O=C(NCc1ccccc1)c1ccccc1,107.9,/,/,102.2,108.3,103.5,103.1,/
C[C@]12CC[C@H]3[C@@H](CCC4=CC(=O)CC[C@@]43C)[C@@H]1CC[C@@H]2c1csc(N)n1,70.2,19.1,42.1,60.7,23.6,41.8,61.0,65.4
Cc1ccnc(NC(=O)OC(C)C)c1,95.5,104.5,95.8,93.4,89.8,103.4,106.9,/

# Sorted by length of the SMILES (low to high): some entries from above
SMILES,HOP-62,RPMI-8226,CCRF-CEM,A549/ATCC,EKVX,UACC-62,M14,HOP-92
Cc1ccnc(NC(=O)OC(C)C)c1,95.5,104.5,95.8,93.4,89.8,103.4,106.9,/
Fc1ccc(Nc2csc(-c3ccccn3)n2)cc1Cl,85.5,99.2,96.9,101.4,88.5,87.9,97.6,101.0
COc1ccc(C2C=C(C)N=C3SC(C)=NN32)cc1 (configuration not stated),97.6,102.5,94.0,96.0,/,96.7,112.9,/

# Further compounds
SMILES,HOP-62,RPMI-8226,CCRF-CEM,A549/ATCC,EKVX,UACC-62,M14,HOP-92
COc1cccc(-c2cc(-c3cc4ccccc4oc3=O)nc(N)n2)c1,97.7,107.8,87.6,95.0,99.2,103.8,100.4,/
C#CCNC(=O)[C@]1(C)CC[C@]2(C)CC[C@@H]3C(=CC[C@H]4[C@@]3(C)CC[C@H]3C(C)(C)C(=O)CC[C@]43C)[C@@H]2C1,100.7,69.1,69.4,91.6,100.0,83.2,95.8,99.9
COc1ccc(-c2cc(-c3ccccc3)nc(SCCCC(=O)NO)n2)cc1OC,5.0*,/,6.4*,-17.1*,8.2*,-22.3*,-4.1*,-10.6*
Cc1nc(-c2ccccc2)cc2c(O)c(C(=O)N/N=C/c3ccc(O)cc3)[nH]c(=O)c12,86.1,80.9,120.2,114.2,100.5,97.0,104.8,103.3
COc1ccc(C(=O)/C=C/c2cc(-c3ccc4c(c3)OCO4)n[nH]2)cc1,83.9,41.8,52.2,79.5,/,75.6,95.1,/
COc1cc(/C(N)=N/OC(=O)CSc2nc3ccccc3s2)cc(OC)c1OC,92.9,98.5,101.5,98.7,94.3,83.6,93.1,96.2
Cc1c(-c2csc(-n3nc(-c4ccccc4)cc3-c3ccccc3)n2)no[n+]1[O-],92.1,98.8,97.4,98.0,91.8,100.2,101.5,83.9
COc1ccc(Cn2cc3c(c2)-c2[nH]c(=O)ncc2CC3)cc1,80.4,116.6,128.8,111.2,94.4,89.4,106.1,/
CCCCNc1nc(SCc2ccc(Cl)cc2Cl)ncc1C,96.2,80.7,85.0,85.9,88.2,70.1,104.8,72.8
Brc1ccc(-c2csc(Nc3nc(-c4ccc(Br)cc4)cs3)n2)cc1,82.5,69.4,61.7,81.8,62.2,65.2,89.5,68.8
C=C1CCC2C3(C)COC(c4ccccc4)OC3CCC2(C)C1CC(Sc1ccccc1)C1=CCOC1=O (configuration not stated),88.6,3.2*,-1.9*,35.3,69.3,39.5,53.7,/
CC(C(=O)O)N1C(=O)/C(=C/c2ccc(O)c(O)c2)SC1=S (configuration not stated),106.6,114.1,102.5,108.5,93.2,98.6,102.5,110.6
COc1cc2oc(-c3cccc(NC(=O)c4ccc(C)cc4)c3)cc(=O)c2c(OC)c1OC,59.6,17.4,45.0,49.0,69.5,49.5,54.4,34.3
COc1ccc(/C(C#N)=C2C=C(Cl)/C(=N/O)C=C/2Cl)cc1,107.0,48.9,14.3,99.5,103.8,90.5,118.5,117.2
O=S(=O)(CSc1ccccc1)c1ccccc1,107.9,/,/,110.0,109.3,101.9,104.3,/
CCN(CC)CCOC(=O)c1ccc(NC(CO)CN(CC)CC)cc1 (configuration not stated),104.8,105.6,104.9,105.3,102.7,108.9,108.6,95.6
O=[N+]([O-])c1ccc(Oc2cc(Cl)c(Cl)cc2Cl)c(Cl)c1,98.4,83.8,88.7,89.3,/,95.4,106.5,53.0
COc1c(N2CC3CCCNC3C2)c(F)cc2c(=O)c(C(=O)N/N=C/c3ccc(Br)cc3)cn(C3CC3)c12 (configuration not stated),88.4,65.8,55.3,83.1,90.4,43.0,/,57.9
NS(=O)(=O)c1ccc(NC(=O)CCC(=O)O)cc1,88.4,100.3,101.9,102.8,102.1,106.9,94.4,95.8
Cc1cccc(Cl)c1NC(=O)c1cnc(Nc2cc(N3CCOCC3)cc(N3CCOCC3)c2)s1,4.8*,89.8,63.2,10.7,33.1,41.6,35.9,-42.1*
O=C(Nc1cccnc1Nc1ccc(F)cc1)c1cn(Cc2cccc(Oc3ccccc3)c2)nn1,84.7,78.9,63.2,61.0,75.9,44.8,37.1,84.8
COc1ccc(/C=C2\SC(=O)N(CN3CCN(c4cc5c(cc4F)c(=O)c(C(=O)O)cn5C4CC4)CC3)C2=O)cc1,108.9,99.9,110.9,99.4,97.4,98.1,88.6,101.0
CC1=NN(c2ccccc2)C(=O)C1N=Nc1ccc(S(=O)(=O)Nc2cc(C)nc(C)n2)cc1 (configuration not stated),98.6,70.7,85.9,97.7,/,92.6,96.6,/
CN1CCN(C(=O)OCc2nc3nc(Cl)nc(N4CCOCC4)c3[nH]2)CC1,96.8,101.5,103.9,104.0,104.3,101.1,104.6,89.1
Cc1cc2ccccc2c(Br)c1C,94.8,101.8,48.2,109.2,99.0,94.8,/,152.3
# Following part
SMILES,HOP-62,RPMI-8226,CCRF-CEM,A549/ATCC,EKVX,UACC-62,M14,HOP-92
CC[C@H](CC[C@@H](C)[C@H]1CC[C@H]2[C@@H]3CC[C@@H]4CC(=O)/C(=C\c5cccnc5)C[C@]4(C)[C@H]3CC[C@]12C)C(C)C,97.2[100 µM],90.5[100 µM],105.9[100 µM],108.1[100 µM],117.7[100 µM],95.5[100 µM],103.5[100 µM],105.1[100 µM]
COc1ccc(P(c2ccc(OC)cc2)c2ccc(OC)cc2)cc1,94.6,74.4,94.4,82.6,92.5,87.8,109.6,88.8
N#Cc1c(Cl)nc(SCC2CO2)nc1-c1ccccc1 (configuration not stated),92.8,103.0,110.0,123.6,99.6,106.7,98.5,89.8
O=C1OC(c2ccc(O)cc2)(c2ccc(O)cc2)c2ccccc21,109.1&102.6,93.5&100.1,103.6&95.8,88.1&106.0,99.7&97.4,89.5,100.2&96.6,52.9
CC(C)(C)n1cc(-c2ccnc(NCCCNS(=O)(=O)c3cccc4ccccc34)c2)c(-c2cccc(F)c2)n1,92.2,65.4,56.9,73.4,68.6,80.5,73.3,46.8
Cc1cn(CC(C)C)c(=O)[nH]c1=O,93.3,99.1,97.9,96.1,101.8,95.9,101.3,82.2
O=C(CN1CCn2c(nnc2C(F)(F)F)C1)Nc1nc2ccc(Cl)cc2s1,89.3,100.1,102.2,99.8,90.6,97.3,105.6,103.0
Clc1ccc(C(c2c[nH]c3ccccc23)N2CCCC2)c(Cl)c1 (configuration not stated),95.0,82.8,59.6,97.0,/,76.7,85.4,81.9
Cc1nn(-c2ccc(-c3ccc(OC(F)(F)F)cc3)cc2)c(N)c1C#N,97.0,47.3,46.0,62.0,45.8,80.3,69.5,52.0
CC(C)c1[nH]oc(=O)c1/C=C1\C=c2ccccc2=N1,93.0,90.0,101.0,91.8,100.8,93.4,101.2,90.7
Nc1nonc1-c1nc2ccccc2o1,120.5,113.5,99.2,101.0,/,115.5,102.3,104.8
Cc1nc2sc(C(=O)Nc3cccc4ccncc34)c(N)c2cc1C(C)O (configuration not stated),101.8,46.8,60.1,89.6,81.0,53.3,69.5,70.5
CC(=O)Nc1cc2c(cc1[N+](=O)[O-])-c1ccccc1/C2=N\O,/,/,82.7,101.0,79.8,100.1,97.6,90.2
CN(C)CCN1C(=O)c2ccccc2N(C)c2ccccc21,106.4,75.1,97.1,104.4,115.3,109.3,102.3,75.5
CCn1cc2c(cc1=O)-c1nc3ccccc3c3ccnc(c13)C2=O,11.9,80.1,103.6,29.0,87.8,37.9,28.9,56.6
S=C(Nc1ccccc1)N1CCN(c2ccccc2)CC1,97.5,90.6,102.3,94.0,84.4,98.6,106.5,85.6
Cc1c(C)c([N+](=O)[O-])c(C)c([N+](=O)[O-])c1C,121.4,102.0,/,98.2,103.2,102.4,108.4,79.2
O=c1[nH]c2ccccc2n2cc3cccnc3c12,68.7,89.3,74.5,83.5,86.4,53.0,84.1,83.6
CCSc1nc2c(c(=O)n(C)c(=O)n2C)n1C,96.3,/,/,/,107.2,94.8,104.8,/
c1ccc(Cn2c(N=Nc3c(Nc4ccccc4)ccc4ccccc34)nc3ccccc32)cc1,106.1,93.6,52.6,87.1,/,109.3,109.2,67.5
Oc1[nH]c(=S)sc1/C=C1\C(Cl)=Nc2ccccc21,53.8,77.7,97.8,95.1,78.0,79.1,75.2,71.9
CC(=O)Nc1ccc(-n2cnc3cc(-c4ccc(OCCN5CCCCC5)cc4)ccc32)cc1,82.5,54.0,54.8,-3.3*,97.9,119.9,47.1,105.1
OC(O)C(F)(F)F,99.1,105.4,94.0,90.8,/,114.0,103.2,113.2
Cc1ccc(Cc2ccccc2)cc1,101.4,100.0,95.0,109.2,96.9,105.0,104.2,106.8
CC(=O)OC(OC(C)=O)C1CCCO1 (configuration not stated),99.2,114.3,109.4,101.5,97.7,95.2,/,94.1
c1ccc(C(CC2=NCCCN2)c2ccccc2)cc1,94.1,115.8,9.7*,91.7,97.2,89.6,92.5,82.6
O=c1ncc2c([nH]1)-c1cn(Cc3ccccc3)c(-c3ccccc3)c1CC2,84.0,64.2,80.1,88.3,76.1,69.3,89.7,/

# Compound profiles (already shown):
# Listed for O=c1[nH]c2ccccc2n2cc3cccnc3c12 : HOP-62 = 68.7; RPMI-8226 = 89.3; CCRF-CEM = 74.5; A549/ATCC = 83.5; EKVX = 86.4; UACC-62 = 53.0; M14 = 84.1; HOP-92 = 83.6
# Listed for Oc1[nH]c(=S)sc1/C=C1\C(Cl)=Nc2ccccc21 : HOP-62 = 53.8; RPMI-8226 = 77.7; CCRF-CEM = 97.8; A549/ATCC = 95.1; EKVX = 78.0; UACC-62 = 79.1; M14 = 75.2; HOP-92 = 71.9
# Listed for O=c1ncc2c([nH]1)-c1cn(Cc3ccccc3)c(-c3ccccc3)c1CC2 : HOP-62 = 84.0; RPMI-8226 = 64.2; CCRF-CEM = 80.1; A549/ATCC = 88.3; EKVX = 76.1; UACC-62 = 69.3; M14 = 89.7; HOP-92 = /
